# Screening results deposited in PubChem BioAssay by National Center for Advancing Translational Sciences (NCATS).
# SW480 rereplic: A quantitative high throughput screen for small molecules that induce DNA re-replication in SW480 colon adenocarcinoma cells. hit rate 1.8% among 340,000. SW480 DNA re-replication, Hoechst DNA content imaging, 48 h. Potency, µM (titrated, usually from 46.1 µM), inactives show at the highest dose re-replication activation, actives largely listed as activators. AID 624297, 2012; note: potency is the fitted concentration of half-maximal effect; % of control where 0% means no effect; nearly all actives have a fitted effect of over 55% in size
#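 Treated cells incubate 48 hr (37 C, 5% CO2), are stained 40 min with Hoechst, and nuclear fluorescence is enumerated; a rise in nuclei with high DNA signal marks re-replication.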
# ATXN viability: Viability Counterscreen for Primary qHTS for Inhibitors of ATXN expression; S2 cells (HEK-293 line with an ATXN2-luciferase reporter) viability, CellTiter-Fluor protease fluorescence, 24 h; Potency, µM (doses to about 56.7 µM), most hits filed as cytotoxic; hit rate 0.49% among 400,000; AID 651635, 2014; note: potency is the fitted concentration of half-maximal effect; nearly all actives have a fitted effect of over 40% in size
# MCF10A rereplic: A quantitative high throughput screen for small molecules that induce DNA re-replication in MCF 10a normal breast cells. MCF 10A DNA re-replication, Hoechst nuclear intensity, 48 h. AID 624296, 2012. hit rate 2.9% among 350,000. Potency, µM (series often up to 46.1 µM), for inactives: at the highest dose activity, positive = re-replication, hits mostly activators; note: potency is the fitted concentration of half-maximal effect; % of control where 0% means no effect; nearly all actives have a fitted effect of over 50% in size
# ATXN2 expr inh: Primary qHTS for Inhibitors of ATXN expression. HEK-293 ATXN2-luciferase reporter, luminescence, 24 h. Potency, µM (highest dose often 57 µM), for inactives: top-dose activity change, negative = inhibition, most hits filed as inhibitors. hit rate 0.72% among 360,000; note: potency is the fitted concentration of half-maximal effect; % is set by controls: 0 for no effect and ±100 for the full control effect; nearly all actives have a fitted effect of over 55% in size
#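 ATXN2-luciferase reporter cells (luciferase flanked by upstream and downstream ATXN2 gene portions) were treated 24 h at 37 °C with compounds at up to 57 uM. SteadyGlo luminescence gave expression; GF-AFC fluorescence gave viability.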
# HT1080 IDH1KD tx: qHTS for induction of synthetic lethality in tumor cells producing 2HG: qHTS for the HT-1080-IDH1KD cell line. Potency, µM (doses to about 46.1 µM), inactives show top-dose activity, negative = toxicity, most hits filed as cytotoxic. hit rate 2% among 360,000. HT-1080 IDH1 knockdown viability, ATP luminescence, 48 h;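 note: potency is the fitted concentration of half-maximal effect; 0% = DMSO wells and -100% = cell-free medium wells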
#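 After a 2 h attachment period, IDH1KD HT-1080 cells took pin-transferred compound for 48 h at 37 °C; ATP-based luminescence after 10 min room-temperature reagent incubation reported viability.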
# KB-V1 cytotox: qHTS assay for MDR1-selective chemotherapeutics: Primary screen using the drug-selected MDR subline cells KB-V1; KB-V1 MDR cells viability, CellTiter-Glo, 72 h; Potency, µM (highest dose often 46.1 µM), inactives show at the highest dose activity change, negative = cytotoxicity, actives largely listed as cytotoxic; hit rate 3.4% among 400,000; AID 1347076, 2019; note: potency is the fitted concentration of half-maximal effect; % is set by controls: 0 for no effect and ±100 for the full control effect; nearly all actives have a fitted effect of over 60% in size
#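 Cells of the MDR subline KB-V1 are plated, dosed with compound at multiple concentrations, and incubated 72 h at 37 degrees C; CellTiter-Glo is then added and luminescence read after 10 min.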
# KB-3-1 cytotox: qHTS assay for MDR1-selective chemotherapeutics: Primary screen using the parental adenocarcinoma cell KB-3-1 | KB-3-1 viability, CellTiter-Glo ATP luminescence, 72 h | Potency, µM (top dose mostly 46.1 µM), for inactives: at the highest dose activity change, negative = cytotoxic, actives largely listed as cytotoxic | hit rate 1.4% among 400,000 | AID 1347075, 2019; note: potency is the fitted concentration of half-maximal effect; % is set by controls: 0 for no effect and ±100 for the full control effect; nearly all actives have a fitted effect of over 60% in size
#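 Screening of KB-3-1 cells (DMEM, 10% FBS, phenol-red free) ran from lowest to highest compound concentration; after 72 h at 37 °C viability was read luminescently and curves fitted.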
# IL1B secr inh: qHTS for Inhibitors of Inflammasome Signaling: IL-1-beta AlphaLISA Primary Screen; hit rate 4.7% among 360,000; THP-1 LPS/ATP IL-1B secretion, AlphaLISA, 16 h; hits give low values; activity change, % at 57.5 µM; in the data active = activity change below about -50%; inconclusive = mostly about -30% to -49%; note: % is set by controls: 0 for no effect and ±100 for the full control effect
#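 THP-1 cells pretreated 1 hr with compounds (up to 57.5 uM final), then stimulated with LPS (250 ng/mL final) plus ATP (1.25 mM final); secreted IL-1B measured by AlphaLISA after 16 hr, decreased signal indicating inhibition.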
# HT1080NT lethal: qHTS for induction of synthetic lethality in tumor cells producing 2HG: qHTS for the HT-1080-NT fibrosarcoma cell line. Potency, µM (titrated, usually from 46.1 µM), inactives show at the top dose activity, negative = less viability, hits mostly cytotoxic. HT-1080-NT fibrosarcoma viability, CellTiter-Glo ATP luminescence, 48 h. AID 686970, 2013. hit rate 1.6% among 360,000;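 note: NT is the 2HG producing partner of a matched IDH1 knockdown line; potency is the fitted concentration of half-maximal effect; 0% = DMSO-treated cells and -100% = media-only wells without cells; nearly all actives have a fitted effect of over 55% in size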
#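 Fibrosarcoma NT cells, 750 per well in 5% FBS RPMI, were exposed to compound for 48 hours. Viability: CellTiter-Glo luminescence.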
# * = called active by the depositor; i = inactive; ? = inconclusive; . = no result given; & = joins results of further samples; [ ] = dose if it differs, or a comment. Unless noted, calls come from the whole dose curve; as a rule, active = well fitted curve in the direction sought with a large enough effect; inconclusive = small, poorly fitted or top-dose-only effect, or another doubt; inactive = no such curve, though single readings can be large; an effect the other way counts as inactive or inconclusive. A portion of the library. The share of hits here may be higher or lower than overall.
SMILES,SW480 rereplic,ATXN viability,MCF10A rereplic,ATXN2 expr inh,HT1080 IDH1KD tx,KB-V1 cytotox,KB-3-1 cytotox,IL1B secr inh,HT1080NT lethal
O=C(c1cnn2c(C(F)(F)F)cc(-c3ccccc3)nc12)N1CCC2(CC1)OCCO2,-0.2%,i,-3.5%,2.0%,7.1%,2.8%,-2.8%,-15.7,7.7%[9.24 µM]
Oc1cccc(/C=N/NP(=S)(c2ccccc2)c2ccccc2)c1,-1.5%,i,9.9%,-3.7%,-15.0%,-1.2%,-0.1%,-15.4,-6.4%
CCOC(=O)[C@]12Cc3ccccc3[C@H]1N(C(C)C)C(=O)c1ccccc12,.,.,.,?,20.6µM*,-25.2%,20.6µM*,-115.7*,?
CCCCCCN1CCN(c2ccccc2Cl)CC1,?,i,-2.7%,.,0.5%,-0.6%,-3.4%,46.3,-1.8%
COC(=O)C1=C(c2cccc(OCc3ccccc3)c2)C[C@@H]2CC[C@H]1N2C(=O)NCCN1CCOCC1,8.0%,i,0.8%,1.9%,?,?,?,-13.4,-20.0%
Cc1cccc(C)c1OP(N)(=O)Oc1c(C)cccc1C,-3.8%,?,-1.2%,.,0.0%,5.5%,-1.2%,0.0,9.1%
OC1(c2ccc(F)cc2)CC2CCC(C1)N2Cc1nnnn1C1CCCCC1 (configuration not stated),3.3%,i,-0.9%,-5.5%,-1.0%,0.5%,-4.3%,?,-15.2%
O=Cc1c(C(=O)O)n(Cc2ccc(Cl)cc2)c2ccccc12,-4.4%,i,20.6%,1.5%,11.6%,-6.6%,-2.0%,0.0,-1.0%
CCC(=NCCCN(CC)CC)c1c(O)n(C2CCCCC2)c(=O)[nH]c1=O,1.1%,i,12.0%,6.3%,1.3%,1.3%,-1.3%,-10.5,-5.2%
CC12CCC(=O)C=C1CC(N1CC1)C1C2CCC2(C)C(O)CCC12 (configuration not stated),?,i,26.2%,-34.7%,1.6%,?,?,-3.1,10.2%

# Complete entries as entered above. Screens in order: SW480 rereplic	ATXN viability	MCF10A rereplic	ATXN2 expr inh	HT1080 IDH1KD tx	KB-V1 cytotox	KB-3-1 cytotox	IL1B secr inh	HT1080NT lethal
# `CCC(=NCCCN(CC)CC)c1c(O)n(C2CCCCC2)c(=O)[nH]c1=O` in the list: 1.1%	i	12.0%	6.3%	1.3%	1.3%	-1.3%	-10.5	-5.2%
# `OC1(c2ccc(F)cc2)CC2CCC(C1)N2Cc1nnnn1C1CCCCC1` (configuration not stated) in the list: 3.3%	i	-0.9%	-5.5%	-1.0%	0.5%	-4.3%	?	-15.2%
# `CC12CCC(=O)C=C1CC(N1CC1)C1C2CCC2(C)C(O)CCC12` (configuration not stated) in the list: ?	i	26.2%	-34.7%	1.6%	?	?	-3.1	10.2%

# The listing continues.
SMILES,SW480 rereplic,ATXN viability,MCF10A rereplic,ATXN2 expr inh,HT1080 IDH1KD tx,KB-V1 cytotox,KB-3-1 cytotox,IL1B secr inh,HT1080NT lethal
CN1C(=O)CCS(=O)(=O)C1c1ccc(Cl)cc1 (configuration not stated),-3.0%,i,5.9%,-2.3%&-3.4%,.,.,.,.,.
CCc1cc2c(N3CCN(C)CC3)ncnc2s1,-1.8%,i,5.0%,-9.1%,2.2%,-8.9%,1.5%,12.5,10.8%
COC(=O)C1=C(c2cccc(OC)c2OC)C[C@@H]2CC[C@H]1N2C(=O)NCc1ccccc1,-10.2%,i,0.0%,4.1%,-2.0%,-6.8%,3.9%,1.3,-0.8%
CN=C(SCc1cc2c(cc1Cl)OCO2)c1c(O)n(C)c(=O)n(C)c1=O,-4.7%,i,1.4%,125.3%[activator],-4.3%,5.0%,22.5%,0.0,-9.6%
Cc1ccccc1C(=O)N1Cc2cnnn2-c2ccccc2C1C#N (configuration not stated),-19.9%[9.22 µM],i,-1.1%,7.3%,13.2%,20.2%,10.9%,11.6,10.7%
NNCc1ccccc1,-46.7%[inhibitor],i,-8.0%,45.3%[activator],9.7%,-0.8%,0.0%,-3.6,23.5%
CCN1CCc2ccccc2C1,3.1%,i,0.0%,-13.1%,-3.8%,9.4%,-0.2%,-6.6,0.0%
O=c1[nH]c(=S)n(-c2cccc(Cl)c2)c(O)c1C=NCCN1CCNCC1,0.5%,i,3.7%,-12.3%,-7.1%,10.2%,18.0%,22.3,-0.7%
O=[N+]([O-])c1ccc(N2CCCCCC2)c2ncccc12,-5.5%,i,5.5%,2.5%,20.4%,-1.6%,-21.2%,18.3,2.3%
CCn1c(CN2CCN(C)CC2)nc2ccccc21,.,i,.,-5.9%,.,0.0%,10.5%,.,.
S=P(Nn1cnnc1)(c1ccc(Br)cc1)c1ccc(Br)cc1,1.7%,?,18.8%,?,-26.9%,0.0%,2.3%,?,-4.5%
CC1(C)CC(=O)C(C=NCCN2CCN(C(=O)Cc3ccccc3)CC2)=C(O)C1,-3.7%,i,1.7%,-9.1%,-4.7%,22.8%,0.9%,11.4,8.6%[9.24 µM]
O=C(COc1ccc2ccc(=O)oc2c1)N1CCC(C(=O)O)(c2ccccc2)CC1,-9.9%,i,-10.2%,-1.8%,2.1%,-2.3%,-2.3%,2.3,-5.8%
Cc1nn(Cc2ccccc2)c(C)c1C=C1C(=O)NC(=O)NC1=O,-2.8%,i,4.9%,3.4%,-1.2%,0.2%,5.5%,-106.1*,-0.6%
CSc1ccc(C(=O)C2CCCN(Cc3cccnc3)C2)cc1 (configuration not stated),-52.7%[inhibitor],i,2.5%,-31.6%,-21.5%,?,-25.1%,-12.3,?
Cc1cc(C)[n+](Cc2ccccc2)cc1C(N)=O,-5.7%,i,0.0%,6.6%,0.5%,-0.6%,-1.9%,17.1,?
CCC1Nc2ncnc(N3CCN(c4ccccn4)CC3)c2N(Cc2ccc(Br)cc2)C1=O (configuration not stated),?,i,-22.6%,-32.2%,-20.1%,-8.5%,?,?,-18.7%
Cc1ncoc1C(=O)NCC1=C(c2cccc3ccccc23)C[C@@H]2CC[C@H]1N2Cc1ccco1,.,?,.,-11.8%,3.3%,0.2%,-3.7%,-7.1,-7.7%
O=[N+]([O-])c1cccc2c([As](=O)(O)O)cccc12,-3.9%,i,27.5%,-10.1%,11.6%,19.9%,9.1%,-26.1,-14.3%
CCNC(=O)NC(=O)C(C)OC(=O)c1c(C)nn(Cc2ccccc2Cl)c1Cl (configuration not stated),19.7%,i,?,-14.4%,-15.6%,?,-10.4%,-21.4,-0.2%
CCOC(=O)[C@]12Cc3cc(Cl)ccc3[C@H]1N(C(C)C)C(=O)c1ccccc12,.,6.31µM*,.,5.62µM*,3.26µM*,5.17µM*,2.59µM*,.,4.61µM*
c1ccc(-c2nnc(C3CC(c4cccnc4)=NO3)o2)cc1 (configuration not stated),-29.1%,i,10.7%,4.4%,12.7%,?,0.0%,16.3,8.3%
Cc1ccc2c(c1)C1CN(C)CCC1N2C(=O)c1cccs1 (configuration not stated),-6.9%,i,-4.2%,-2.6%,-0.6%,2.8%,-3.8%,-7.8,3.5%
O=C1CCC2(O)C3Cc4ccc(O)c5c4C2(CCN3Cc2ccoc2)C1O5 (configuration not stated),.,i,.,.,-13.9%,-6.5%,-3.2%,0.0,-4.9%
CCN(CC)CCN=C(C)c1c(O)n(-c2ccccc2OC)c(=O)[nH]c1=O,-1.1%[9.22 µM],i,-1.0%,-3.9%,3.3%,?,-9.5%,5.1,-1.2%
Cc1ccc(-n2c(O)c(C=Nc3ccc(Br)cn3)c(=O)[nH]c2=O)cc1,-33.1%[inhibitor],i,5.7%,-10.6%,22.4%,8.6%,3.7%,12.5,?
Cc1cnc(C)c(Nc2nc(C(N)Cc3ccc(C(F)(F)F)cc3)cs2)n1 (configuration not stated),.,?,.,?,16.4µM*,0.9%,?,?,?
NP(=O)(Oc1ccc(Cl)cc1)Oc1ccc(Cl)cc1,49.6%,.,?,-29.1%,2.3%,4.3%,13.1%,0.0,-2.5%
CCCC[C@H](CN(N=O)[C@@H](Cc1ccccc1)CN(C)N=O)N(CCc1ccccc1)N=O,?,i,18.4%,-5.0%,-9.0%,-0.6%,1.5%,-8.5,-1.5%
N#Cc1cc2c(nc1SCC(=O)Nc1cc(Cl)cc(Cl)c1)C1CCN2CC1,24.3%,i,2.31µM*,1.4%,-0.8%,4.61µM*,2.6%,4.0,18.5%
CCN(CC)c1ccc(CN(C)CCc2ccc(OC)c(OC)c2)cc1,-1.7%,i,-2.6%,-23.0%,-26.7%,0.6%,-12.2%,-11.6,-3.5%
CCCCCCCCCCCC[N+](C)(C)CCOc1ccccc1,-3.0%,?,?,31.6µM*,.,.,.,.,.
COC(=O)C1=C(c2ccc(C(C)=O)cc2)C[C@@H]2CC[C@H]1N2C(=O)NC1CC1,-1.0%,i,5.6%,4.2%,0.4%,5.4%,9.0%,5.3,5.5%
FC(F)(F)c1ccccc1CN1CCN(Cc2ccccc2)CC1,-0.7%,i,-3.4%,?,-3.7%,-15.0%,0.0%,14.8,19.6%
Cc1ccc(N2C(=O)NC(=O)/C(=C/c3ccc(OC(=O)c4cccs4)cc3)C2=O)cc1,-0.4%,i,-0.8%,-6.5%,9.8%,30.0%,-12.4%,-25.2,5.7%
Cc1ccc(Cl)cc1-n1c(O)c(C=NCCCN2CCOCC2)c(=O)[nH]c1=O,-3.9%,i,-29.7%,5.2%,11.5%,6.4%,1.8%,9.9,11.1%
O=C(Cn1c2c(c(-c3ccccc3Cl)cc1=O)CCC2)N1CCC2(CC1)OCCO2,-7.3%,i,-22.9%,-6.6%,1.1%,-2.9%,8.3%,10.1,-4.2%
CN(C)CCN=Cc1c(O)n(Cc2ccco2)c(=O)[nH]c1=O,0.9%,i,9.0%,7.1%,4.7%,19.0%,3.8%,-7.2,1.1%
